HTR5A ag ctr – HTR5A agonists in luminescence cell assay, primary screen, counter-screen for OPRM1-OPRD1 heterodimer agonist project, full-deck HTS; 5-hydroxytryptamine receptor 5A (Homo sapiens), P47898; AID 504692, 2011; 0.61% of 340,000 active; activation, % at 9.3 µM; cell-based; in the data active means activation mostly above about 9.5%, no sharp cut-off; inactive means mostly below about 7.6%;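 further: 0% = cells with vehicle only and 100% = reference agonist; strong numbers were not always called active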
HTR5A inv ag – HTR5A inverse agonists in luminescence cell assay, primary screen, counter-screen for OPRM1-OPRD1 heterodimer inverse agonist project, full-deck HTS | 5-hydroxytryptamine receptor 5A (Homo sapiens), P47898 | HTR5A cell line, inverse agonism | inhibition, % at 9.3 µM | 0.083% of 340,000 active | AID 504634, 2011; in the data active means inhibition mostly above about 23%, no sharp cut-off; inactive means mostly below about 18%;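 further: 0% = cells with DMSO and 100% = no-cell wells with DMSO; some compounds called inactive have numbers as strong as hits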
CAL PDZ FP – untagged CAL PDZ binding inhibitors, primary screen, biochemical, fluorescence polarization, HTS | purified CAL PDZ, TMR-peptide fluorescence polarization, 1 h | 0.92% of 300,000 active | Golgi-associated PDZ and coiled-coil motif-containing protein (Homo sapiens), Q9HD26 | AID 602252, 2012 | inhibition, % at 24.9 µM;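 active means mean inhibition of at least 30% with at least half of replicates also reaching 30%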;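 further: 0% = DMSO neutral control and 100% = excess unlabeled competitor peptide PRC23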
RTF Ca sens inh – cardiac RTF calcium sensitivity inhibitors, primary screen, biochemical, IANBD-TnC fluorescence, EC70 calcium; IANBD-labeled cardiac RTF, Ca2+ fluorescence; inhibition, % at 7.15 µM; 0.12% of 340,000 active;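 active means inhibition above the mean inhibition of all tested compounds plus 3 SD, cut at about 17% in these data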;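 further: assay run at fixed EC70 calcium of 1.6 mM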
OPRM1-OPRD1 ag – agonists of OPRM1-OPRD1 heterodimerization, primary screen, cell-based, luminescence; activation, % at 9.3 µM; 0.3% of 340,000 active; cells; AID 504326, 2011; in the data active means activation above about 18%;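 further: 0% = vehicle-treated cells and 100% = reference agonist; values of inactives mirror those of a sister screen read the other way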
Target sequence (P35372 whole entry, looked up): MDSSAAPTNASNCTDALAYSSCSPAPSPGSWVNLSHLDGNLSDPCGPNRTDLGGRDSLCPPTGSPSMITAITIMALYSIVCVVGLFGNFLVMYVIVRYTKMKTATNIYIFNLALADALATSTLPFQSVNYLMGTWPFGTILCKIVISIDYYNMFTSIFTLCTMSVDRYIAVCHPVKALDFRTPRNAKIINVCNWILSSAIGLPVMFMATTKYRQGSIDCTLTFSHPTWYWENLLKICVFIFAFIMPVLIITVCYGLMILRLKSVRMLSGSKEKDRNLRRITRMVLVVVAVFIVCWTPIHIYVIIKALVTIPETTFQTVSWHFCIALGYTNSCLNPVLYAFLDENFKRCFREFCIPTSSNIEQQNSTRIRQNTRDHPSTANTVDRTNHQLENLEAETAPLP
Target sequence (P41143 whole entry, looked up): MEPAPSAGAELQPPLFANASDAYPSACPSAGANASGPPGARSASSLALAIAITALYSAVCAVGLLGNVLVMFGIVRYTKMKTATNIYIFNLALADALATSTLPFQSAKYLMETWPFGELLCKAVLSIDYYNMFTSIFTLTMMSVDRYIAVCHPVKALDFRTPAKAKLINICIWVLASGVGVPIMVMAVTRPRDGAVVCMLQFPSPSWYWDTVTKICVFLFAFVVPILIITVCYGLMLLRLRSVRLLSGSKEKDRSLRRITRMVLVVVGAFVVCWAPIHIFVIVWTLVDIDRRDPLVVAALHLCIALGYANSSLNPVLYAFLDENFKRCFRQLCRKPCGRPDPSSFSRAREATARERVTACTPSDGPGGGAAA
LANA DNA inh – inhibitors of KSHV C-LANA binding to DNA, primary screen, biochemical, fluorescence polarization, FAM-LBS DNA, MBP-C-LANA, single point; Kaposi's sarcoma herpesvirus LANA C-terminal domain (residues 932-1162) DNA binding; inhibition, % at 9 µM; 0.078% of 340,000 active; AID 504423, 2011;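 active means highest replicate inhibition at or above 60% at 9 µM, even if other replicates fall short; inactive means all replicates below 60% inhibition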;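 further: 0% = neutral control wells and 100% = 4 µM acridine orange control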
Keap1-Nrf2 PPI – Keap1-Nrf2 protein-protein interaction inhibitors, primary screen, biochemical, fluorescence polarization, single point. Kelch-like ECH-associated protein 1 (Homo sapiens), Q14145. Keap1 Kelch-Nrf2 peptide fluorescence polarization, 1536-well. inhibition, % at 9.4 µM. 0.15% of 340,000 active; in the data active means inhibition above about 12%;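 further: human Keap1 Kelch domain with fluorescein labeled Nrf2 9mer peptide probe; 0% = neutral control wells and 100% = peptide positive control; higher means more block of Keap1 binding to Nrf2 peptide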
RTF Ca sens act – cardiac RTF calcium sensitivity activators, primary screen, biochemical, IANBD-TnC fluorescence, EC20 calcium. IANBD-labeled TnC RTF fluorescence at EC20 calcium; 0% EC20 calcium, 100% full calcium. activation, % at 7.2 µM. 0.24% of 340,000 active. AID 493008, 2010;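 active means activation above the mean over all tested compounds plus 3 SD, cut at about 30% in these data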;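 further: rise in fluorescence read as greater calcium sensitivity of cardiac thin filaments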
V-ATPase pHluor – regulators of yeast V-ATPase proton pumping, primary screen, pHLuorin cytosolic pH fluorescence | S. cerevisiae | response, % at 10 µM | 0.37% of 350,000 active; in the data active means response mostly above about 7.3%, no sharp cut-off; inactive means mostly below about 5.4%; further: actives read high; inactives centre near 0; some compounds called inactive have numbers as strong as hits; reference of the scale not given here
MOR-DOR inv ag – inverse agonists of MOR-DOR heterodimerization, primary screen, cell-based, luminescence; 0.21% of 340,000 active; AID 504357, 2011; Mu-type opioid receptor (Homo sapiens) + Delta-type opioid receptor (Homo sapiens), …; inhibition, % at 9.3 µM; cell-based MOR-DOR heterodimer luminescence, inverse agonism; in the data active means inhibition above about 22%, passing the limit was not always enough;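 further: 0% = cells with DMSO and 100% = wells without cells with DMSO; values of inactives mirror those of a sister screen read the other way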
Numbers without * were called inactive; · = not tested or not shown.

SMILES	HTR5A ag ctr	HTR5A inv ag	CAL PDZ FP	RTF Ca sens inh	OPRM1-OPRD1 ag	LANA DNA inh	Keap1-Nrf2 PPI	RTF Ca sens act	V-ATPase pHluor	MOR-DOR inv ag
O=C(COC(=O)c1ccccc1-n1cnnn1)c1ccc(F)c(F)c1	1	-13	-1	3	-5.5	-0.3	-1	-8	-4	27
COc1ccc(/C=N\NC(=O)CCc2c(C)n[nH]c2C)c(OC)c1OC	4	-13	0	3	-1.2	0.0	-5	6	-1	8
O=c1cc(-c2ccc(Cl)cc2)[nH][nH]1	-6	0	-5	-8	-2.2	-0.5	-3	1	0	12
O=C(OCCCOc1ccc(F)cc1)c1ccc(O)cc1O	5	-13	-4	1	0.8	0.8	0	-5	1	-4
C=CCNC(=O)c1ccccc1NC(=O)COc1ccccc1	2	-6	1	3	-0.4	-1.1	-2	-1	0	3
Cc1occc1-c1nnc(SCC(=O)Nc2nc3ccccc3s2)o1	1	17	·	-3	2.4	0.7	-3	-3	0	-13
COC(=O)/C(=N/Nc1ccccc1)N1CCCc2ccccc21	3	1	3	0	3.0	-1.0	2	-8	-8	-16
O=C1CNC(=O)/C1=C/c1ccc(O)cc1	2	-54	-4	0	0.6	-1.9	-1	1	-4	-3
NS(=O)(=O)c1ccc(NC(=O)CSc2nnc(C3CC3)n2C2CC2)cc1	2	-5	0	0	0.2	-0.5	1	-6	-1	-1
COc1ccc(-c2cc(C(=O)Nc3ccc4c(c3)OCO4)no2)cc1	-3	15	-5	-1	-1.6	-1.1	-2	7	1	12
CCCOc1ccc(C(=O)N/N=C/c2ccc(-c3ccc(S(=O)(=O)Nc4ncccn4)cc3)o2)cc1	1	-1	-6	5	-1.9	-0.3	-4	-6	0	10
CC(C)(Oc1ccc(Cl)cc1)C(=O)Nc1ncccn1	-1	-17	-1	-8	2.1	1.8	-5	3	6	-11
N=C(N)N=Nc1c(O)[nH]c2ccc(Br)cc12	-5	12	0	-3	-1.5	-3.0	4	-1	0	10
CC1CCC(C(=O)NC(C(=O)NCCc2ccc(S(N)(=O)=O)cc2)C(C)C)CC1 (stereo unspecified)	2	-9	-1	5	-2.8	-1.6	-2	-2	4	13
O=C(O)CCCCCNc1nc(=S)[nH]c2ccccc12	-5	1	3	-7	-3.6	-0.6	-1	-1	1	18
COc1ccc(N2C(=O)CSC23CCCCC3)cc1	2	-4	-3	-3	-1.1	-0.3	-2	7	2	6
CC(=O)NC(Cc1ccccc1)C(=O)OCC(=O)c1ccc(F)cc1 (stereo unspecified)	2	-17	-3	-7	0.6	0.1	-2	5	0	-3
COc1cc(/C=N/n2cnnc2)ccc1OCC(=O)N1CCOCC1	-2	-6	1	5	-0.7	0.9	-2	0	3	5
CS(=O)(=O)c1cccc(C(=O)Nc2ccc(S(=O)(=O)N3CCCCC3)cc2)c1	1	6	12	-29	-1.1	0.0	1	4	12	6
CCCCn1c(N)c(N(CCOC)C(=O)c2ccc(OCc3c(C)noc3C)cc2)c(=O)[nH]c1=O	-4	9	-2	-3	-3.2	1.9	-3	5	-1	13

Copied from the list:
O=c1cc(-c2ccc(Cl)cc2)[nH][nH]1 in MOR-DOR inv ag: 12
C=CCNC(=O)c1ccccc1NC(=O)COc1ccccc1 in V-ATPase pHluor: 0

Additional compounds
SMILES	HTR5A ag ctr	HTR5A inv ag	CAL PDZ FP	RTF Ca sens inh	OPRM1-OPRD1 ag	LANA DNA inh	Keap1-Nrf2 PPI	RTF Ca sens act	V-ATPase pHluor	MOR-DOR inv ag
Cc1onc(-c2ccccc2)c1CNS(=O)(=O)c1ccccc1[N+](=O)[O-]	3	-9	-5	-9	2.9	-0.3	3	-2	-4	-14
CCS(=O)(=O)C(=C1Nc2ccccc2N1)S(=O)(=O)CC	-2	-3	-7	-9	-0.4	5.3	2	6	-1	2
COc1cc(/C=N/NC(=O)CCN2CCN(Cc3ccccc3)CC2)cc(OC)c1OC	0	-6	-2	0	-1.2	-0.3	1	0	-2	5
COc1ccc(C(=O)NC(C)c2nnc(SCc3ccc(Cl)c(Cl)c3)n2C)cc1 (stereo unspecified)	5	3	1	-4	-0.8	0.1	1	0	4	4
CN(C)/C=C(/C(=O)c1ccc(Cl)c(Cl)c1)S(C)(=O)=O	5	6	2	2	-1.4	1.6	1	4	-1	6
Cc1cc2ncn(C(=O)N3CCC(C)CC3)c2cc1C	4	-9	-2	-1	-3.5	-0.3	1	6	1	17
CCc1ccc(CNC(=O)C2CCCN(c3nnc(C)c4c(C)n(-c5ccccc5)nc34)C2)cc1 (stereo unspecified)	6	8	64*	-9	8.0	13	-15	-2	1	-43
N#Cc1ccc(NC(=O)Cn2c3[n+](c4ccc(C(F)(F)F)cc42)CCCCC3)cc1	·	·	-3	-3	·	-0.7	-6	-1	0	·
O=C(COc1ncnc2c1cnn2-c1ccccc1)Nc1ccc(S(=O)(=O)N2CCCCC2)cc1	-1	4	0	-2	1.1	2.7	-6	2	0	-6
COC(=O)c1c(NC(=O)c2ccccc2)sc(Cc2ccccc2)c1C	3	-10	-2	-3	-0.7	-0.4	1	6	-2	4
O=C(CSc1nnnn1-c1cccc(C(=O)O)c1)NC(c1ccccc1)c1ccccc1	-6	29	-3	-3	-0.9	1.3	-5	0	-3	5
CCN1C(=O)CSc2ccc(C(=O)NCc3ccco3)cc21	-2	-26	-2	-4	-1.4	-0.3	-3	-9	-5	8
CC(=O)N1CCN(c2cc3c(cc2F)c(=O)c(C(=O)O)cn3C2CC2)CC1	5	-4	-4	-17	-2.3	1.7	3	2	2	12
COc1cccc(NC(=O)CSc2nnc(-c3cccc(OC(C)C)c3)n2N)c1	2	-1	-2	9	-1.2	-0.5	0	-13	1	7
COc1ccc2c(CC(=O)OCC(=O)c3ccccc3OC)coc2c1	1	-3	2	0	-0.9	-3.6	-1	-1	2	5
CC(C)NC(=O)N(C)C[C@H]1Oc2ccc(NC(=O)Nc3ccc4c(c3)OCO4)cc2C(=O)N([C@H](C)CO)C[C@@H]1C	2	-35	-1	-9	-2.8	-0.4	-1	-2	-1	16
C/C(=N\NC(=O)c1c(Cl)c(C)nn1C)c1cccc(NC(=O)c2cccc(F)c2)c1	-1	2	-3	-2	-3.5	1.0	-6	-2	-1	12
CCCCCNc1nc(-c2ccccc2)nc(-n2ccnc2)n1	0	0	10	-6	1.4	-0.7	1	-3	-3	-6
CC(C)(C)NS(=O)(=O)c1ccc(OCC(=O)Nc2ccc3c(c2)OCCO3)cc1	2	-9	-5	-6	0.3	-0.1	3	-6	3	-2
COc1cc(C2C(C(C)=O)=C(O)C(=O)N2CCc2ccc(OC)c(OC)c2)ccc1O (stereo unspecified)	-5	12	-6	-5	-0.5	2.3	-3	3	3	2
COC(=O)c1c(NC(=O)COC(=O)CCNS(=O)(=O)c2ccc(NC(C)=O)cc2)sc(C)c1C	10	-27	-8	-4	-2.1	-0.2	1	2	1	13
COc1ccc(-n2c(SCC(=O)NNC(=O)c3ccc(C)cc3)nnc2-c2ccncc2)cc1	1	-2	-4	-15	0.5	2.5	-3	10	4	-3
Cc1c(OC(C)C(=O)NCC(O)c2ccccc2)ccc2c3c(c(=O)oc12)CCCC3 (stereo unspecified)	2	-39	-4	-3	-1.7	0.8	-10	-6	10*	9
CCOc1ccccc1Nc1nnc(SCC(=O)Nc2ccc3[nH]c(=O)[nH]c3c2)s1	6	16	-2	-15	0.7	-0.1	2	0	-4	-4
CN(C)S(=O)(=O)c1ccc2c(c1)C(CC(=O)O)OC2=O (stereo unspecified)	2	-31	0	-4	2.9	-0.2	2	1	-1	-16
O=C(O)c1ccccc1C(=O)c1ccc(-c2ccccc2)cc1	3	-10	-3	-5	-1.4	-0.8	-4	-3	-1	6
CC1(C)CC(=O)C(C(=O)c2ccccc2)C(=O)C1Cl (stereo unspecified)	-2	8	-1	3	-0.9	-3.0	0	5	0	4
Cc1cccc(NC(=O)c2ccc3nsnc3c2)c1C	-2	6	-7	5	-1.0	0.0	1	-8	0	8
Cc1cc(C)cc(NC(=S)N=Nc2c(O)n(C)c3ccc(S(=O)(=O)N4CCOCC4)cc23)c1	7	-54	-5	5	-4.0	-0.7	2	-8	-3	18
COc1cc(NC(=O)NNC(=O)c2cc3occc3n2C)cc(OC)c1OC	-1	2	-3	4	-2.7	0.1	3	5	2	13
O=C(c1[nH]ncc1-c1cccc(Br)c1)C1CO1 (stereo unspecified)	6	-7	-2	-12	-0.9	0.0	-2	9	3	5
COc1ccccc1C(O)(C(=O)NN(C(=O)c1ccccc1)c1ccccc1C)c1cccs1 (stereo unspecified)	4	-13	·	0	-0.7	-0.1	-1	-3	-3	3
Cc1nn(C(=O)c2ccco2)c(C)c1Sc1ccc([N+](=O)[O-])cc1	4	1	-4	-4	-0.9	4.2	3	-2	1	4
NS(=O)(=O)c1ccc(NC(=O)CNC(=O)c2ccc3c(c2)OCO3)cc1	-5	19	-3	-3	-4.3	-0.7	-1	2	0	21
COCc1cccc(C(=O)NC(c2ccccc2)c2ccccc2)c1	1	-17	-1	-3	0.6	-2.3	-3	-6	4	-5
CCCCNc1nc(NC)nc(Cl)c1SC	-3	7	-2	-1	-2.3	-0.7	-2	-6	-2	15
Cc1nnc(SCC(=O)Nc2cccc(S(=O)(=O)N(C)c3ccccc3)c2)s1	-2	2	-1	-6	2.6	-0.9	-1	-5	-1	-16
CCCCCCCCCCOC(=O)Cn1c(COc2cccc(OC)c2)[n+](C)c2ccccc21	14*	-50	-1	-5	5.4	-4.6	-2	1	2	-28
COc1cccc(NC(=O)CN(C)C(=O)CCNC(=O)c2ccc(Br)cc2)c1	0	-1	·	-12	1.2	0.7	0	7	5	-8
S=c1[nH]nc(COc2ccccc2)n1/N=C/c1ccncc1	-4	9	-4	5	3.5	-0.2	-2	-1	5	-23
Cc1cc(NC(=O)c2ccc3c(c2)C(=O)N(CC(C)C)C3=O)no1	-2	-4	·	-4	-1.1	-21	-2	2	-8	6
O=C1COc2ccc(S(=O)(=O)N3CCC(C(=O)NCc4ccccc4)CC3)cc2N1	3	-12	-1	3	-1.8	2.2	-1	3	2	9

An excerpt from above, limited to HTR5A inv ag.
canonical_smiles	HTR5A inv ag
O=C(CSc1nnnn1-c1cccc(C(=O)O)c1)NC(c1ccccc1)c1ccccc1	29
CCN1C(=O)CSc2ccc(C(=O)NCc3ccco3)cc21	-26
CC(=O)N1CCN(c2cc3c(cc2F)c(=O)c(C(=O)O)cn3C2CC2)CC1	-4

Bioassay records (PubChem BioAssay)
